Bioassay records deposited in PubChem by National Center for Advancing Translational Sciences (NCATS).
Rab9 promoter act: qHTS Assay for Rab9 Promoter Activators. Huh7 Rab9 promoter-luciferase reporter, luminescence, 24 h. Potency, µM (doses to about 9.22 µM), for the others: at the top dose activation, negative = inhibition, hits mostly activators. hit rate 2.8% among 320,000. AID 485297, 2010; further: potency means the concentration at half of the fitted maximal effect; % of control where 0% means no effect; nearly all actives have a fitted effect of over 60% in size
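Rab9 promoter-driven luciferase in stably transfected Huh7 cells; 1500 cells/well rested 2 h, exposed to compound in DMSO for 24 h at 37 °C, 5% CO2. Luminescence read 10 min after adding luciferase reagent at ambient temperature.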
TRPV1 agonist: HTS Assay for Compounds that Act as Agonists of the Vanilloid Receptor 1 | TRPV1-expressing cells, Fluo-8 calcium influx, agonist mode | activation, % at 8.33 µM | hit rate 0.19% among 320,000 | AID 540275, 2011; in the data active means activation above about 80%; inconclusive means between about 30% and that limit; further: 0% is about no effect
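TRPV1-expressing cells were cultured overnight at 35.5C and loaded with Fluo-8 calcium dye for 40 to 90 min at room temperature. After a 10 s baseline, compound was added and calcium influx was read kinetically for 3 min (ex 480/em 520 nm).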
Gal4-VP16 FLuc: VP16 counterscreen qHTS for inhibitors of ROR gamma transcriptional activity. Drosophila S2 Gal4-VP16 UAS-luciferase, luminescence, 20 h. Potency, µM (series often up to 53.6 µM), for the others: at the top dose activity, negative = inhibition, actives largely listed as inhibitors. hit rate 3.5% among 310,000. AID 2546, 2010;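 further: Gal4-VP16 expression switched on by copper sulfate through the metallothionein promoter; potency means the concentration at half of the fitted maximal effect; on the % scale 0 is the no-effect control and ±100 the full control effect; nearly all actives have a fitted effect of over 50% in size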
BRCA1 expr up: qHTS Assay to Identify Small Molecule Activators of BRCA1 Expression | hit rate 1.1% among 380,000 | AID 624202, 2012 | MCF7-BRCA1-FFLuc reporter, luminescence, 48 h; response scale: scaled: vehicle 0%, 10 µM genistein 100% | Potency, µM (highest dose often 46.1 µM), for inactives: at the top dose activation, usual class: activators; further: potency means the concentration at half of the fitted maximal effect; nearly all actives have a fitted effect of over 80% in size; some results filed as inactive show a strong effect at the top dose
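Compounds are tested at multiple concentrations on MCF7 BRCA1-luciferase reporter cells seeded at 2000 per well; after 48 h, a single luminescence end-point is taken and curves fitted to the normalized data.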
Tb PFK block: qHTS Assay to Find Inhibitors of T. brucei phosphofructokinase; T. brucei PFK, ADP-Glo luminescence; Potency, µM (titrated, usually from 57.5 µM), inactives show at the top dose activity, negative = inhibition, actives largely listed as inhibitors; ATP-dependent 6-phosphofructokinase (Trypanosoma brucei brucei), O15648; hit rate 0.17% among 330,000;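 further: potency means the concentration at half of the fitted maximal effect; 0% = uninhibited 1x PFK enzyme wells and -100% = no-enzyme wells; nearly all actives have a fitted effect of over 60% in size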
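ADP-Glo luminescence quantified ADP after 45 min at room temperature, with 1.25 nM T. brucei PFK, 0.1 mM ATP and 0.5 mM fructose-6-phosphate in pH 8.0 TEA buffer. qHTS titrations up to 57 µM; curves classified by quality.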
ELG1 DNA repair: qHTS screen for small molecules that inhibit ELG1-dependent DNA repair in human embryonic kidney (HEK293T) cells expressing luciferase-tagged ELG1. HEK293T ELG1-luciferase reporter, luminescence, 16 h; DNA damage induced by 5-fluorouridine. Potency, µM (titrated, usually from 46.1 µM), for inactives: at the highest dose activity change, negative = inhibition, usual class: inhibitors. hit rate 2.3% among 330,000. AID 504467, 2011; further: potency means the concentration at half of the fitted maximal effect; on the % scale 0 is the no-effect control and ±100 the full control effect; nearly all actives have a fitted effect of over 55% in size
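DMSO vehicle served as the neutral condition. Each well held 2,000 cells given 5-fluorouridine plus compound; after 16 hr at 37 °C/5% CO2, ONE-Glo was added and luciferase measured 30 min later.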
p53 reactivation: qHTS assay for re-activators of p53 using a Luc reporter; hit rate 0.063% among 320,000; AID 504706, 2011; H1299 p53-A138V BP100-luciferase reporter, luminescence, 24 h; Potency, µM (series often up to 92.2 µM), for inactives: at the highest dose activity change, positive = activation, hits mostly activators; further: potency means the concentration at half of the fitted maximal effect; % of control where 0% means no effect; nearly all actives have a fitted effect of over 45% in size
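p53-null H1299 cells stably carrying temperature-sensitive p53-A138V and a BP100-luciferase reporter were pinned with compounds (4-point, 1:5 series) and held 24 hrs at 37 deg C. Luminescence was read 10 min after detection reagent.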
RORg inh: qHTS for inhibitors of ROR gamma transcriptional activity; Potency, µM (top dose mostly 53.6 µM), for the others: top-dose activity change, negative = inhibition, most hits filed as inhibitors; Nuclear receptor ROR-gamma (Mus musculus), P51450; Drosophila S2 Gal4-RORgamma UAS-luciferase reporter, 20 h; AID 2551, 2010; hit rate 5.4% among 310,000; further: potency means the concentration at half of the fitted maximal effect; on the % scale 0 is the no-effect control and ±100 the full control effect; nearly all actives have a fitted effect of over 60% in size
Target sequence (P51450 whole entry, looked up, the tested form may be a part): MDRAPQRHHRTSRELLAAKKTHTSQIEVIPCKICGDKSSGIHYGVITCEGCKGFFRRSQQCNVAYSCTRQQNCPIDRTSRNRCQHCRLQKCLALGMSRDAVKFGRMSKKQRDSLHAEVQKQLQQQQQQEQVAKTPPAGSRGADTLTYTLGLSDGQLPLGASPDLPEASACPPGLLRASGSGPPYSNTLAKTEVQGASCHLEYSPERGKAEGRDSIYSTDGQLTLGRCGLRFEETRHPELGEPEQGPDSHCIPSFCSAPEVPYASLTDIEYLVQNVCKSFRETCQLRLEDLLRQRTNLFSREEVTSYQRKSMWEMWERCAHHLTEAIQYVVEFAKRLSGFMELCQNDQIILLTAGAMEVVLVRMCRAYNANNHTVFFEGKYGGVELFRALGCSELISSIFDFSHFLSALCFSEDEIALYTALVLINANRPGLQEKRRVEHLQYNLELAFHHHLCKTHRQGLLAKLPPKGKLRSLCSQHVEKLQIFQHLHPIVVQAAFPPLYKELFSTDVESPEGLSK
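Compounds are pin-transferred onto Drosophila Schneider cells expressing a copper-inducible Gal4–ROR gamma transactivation domain fusion. After 1 hr, copper sulfate is added to 700 uM final; luciferase is read 20 hr later.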
ELG1 genotox: qHTS screen for small molecules that induce genotoxicity in human embryonic kidney (HEK293T) cells expressing luciferase-tagged ELG1; hit rate 1.3% among 330,000; HEK293T ELG1-luciferase reporter, luminescence, 16 h; Potency, µM (highest dose often 46 µM), without a hit: at the top dose activity change, positive = activation, hits mostly activators; further: potency means the concentration at half of the fitted maximal effect; % of control where 0% means no effect; nearly all actives have a fitted effect of over 60% in size
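Genotoxicity was scored as increased ELG1-luciferase reporter signal, measured by ONE-Glo luminescence (30 min, room temperature). Compound or vehicle exposure of the HEK293T reporter cells lasted 16 hr at 37°C.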
NPC1 promoter act: qHTS Assay for NPC1 Promoter Activators. Huh7 NPC1 promoter luciferase reporter, 24 h. Potency, µM (titrated, usually from 9.22 µM), for inactives: at the top dose activation, actives largely listed as activators. hit rate 2.4% among 320,000. AID 485313, 2010;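 further: potency means the concentration at half of the fitted maximal effect; % of control where 0% means no effect; nearly all actives have a fitted effect of over 60% in size; reporter is driven by a mutant NPC1 promoter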
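Luciferase expression driven by the NPC1 promoter was measured in stably transfected Huh7 cells after a 24 h compound incubation, using a luciferase reagent and a luminescence read.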
FLuc modulator: qHTS profiling assay for firefly luciferase inhibitor/activator using purifed enzyme and Km concentrations of substrates (counterscreen for miR-21 project); Luciferin 4-monooxygenase (Photinus pyralis), P08659; purified FLuc, Km substrates, luminescence inhibition; Potency, µM (highest dose often 57.5 µM), for inactives: at the top dose activity change, negative = inhibition, most hits filed as inhibitors; hit rate 6.9% among 360,000; AID 588342, 2011;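 further: potency means the concentration at half of the fitted maximal effect; plate controls were vehicle for no effect and reference inhibitor for full effect; nearly all actives have a fitted effect of over 55% in size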
Target sequence (P08659 whole entry, looked up): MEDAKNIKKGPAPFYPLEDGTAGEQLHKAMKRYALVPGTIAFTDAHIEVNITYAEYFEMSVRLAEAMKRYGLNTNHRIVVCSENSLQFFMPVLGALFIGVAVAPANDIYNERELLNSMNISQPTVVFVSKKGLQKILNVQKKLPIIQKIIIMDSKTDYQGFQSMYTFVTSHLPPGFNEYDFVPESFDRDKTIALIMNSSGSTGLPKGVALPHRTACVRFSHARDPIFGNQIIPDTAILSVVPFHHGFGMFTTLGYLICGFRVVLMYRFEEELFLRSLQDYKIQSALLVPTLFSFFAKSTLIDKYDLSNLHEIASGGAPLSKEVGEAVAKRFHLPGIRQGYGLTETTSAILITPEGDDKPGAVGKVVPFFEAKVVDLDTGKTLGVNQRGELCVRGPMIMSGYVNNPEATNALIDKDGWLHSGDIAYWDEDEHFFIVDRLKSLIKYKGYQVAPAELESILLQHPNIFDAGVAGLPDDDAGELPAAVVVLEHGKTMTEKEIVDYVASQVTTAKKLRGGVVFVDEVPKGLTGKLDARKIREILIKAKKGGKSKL
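Biochemical qHTS of compounds, final roughly 60 µM downward over six points, against 10 nM purified firefly luciferase using Km concentrations of substrates (10 uM D-luciferin, 10 uM ATP) in Tris acetate pH 7.5 buffer; luminescence output.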
* hit, by the source's call; ? = inconclusive; · = not tested or not shown; [ ] = remark or other dose. Unless noted, the call rests on the fitted dose curve; in most records, active means well fitted curve in the direction sought with a large enough effect; inconclusive means small, poorly fitted or top-dose-only effect, or another doubt; inactive means no such curve, though single readings can be large; an effect the other way counts as inactive or inconclusive. Compounds were not picked by outcome (roughly 15% active in at least one column).

cpd	SMILES	Rab9 promoter act	TRPV1 agonist	Gal4-VP16 FLuc	BRCA1 expr up	Tb PFK block	ELG1 DNA repair	p53 reactivation	RORg inh	ELG1 genotox	NPC1 promoter act	FLuc modulator
1	COc1cccc(/C=N/NC(=O)CSc2nnc(C)n2-c2ccccc2)c1O	-3%	-3	20µM*	-78%	9%	-15%	16%	7.1µM*	-4%	-9%	17µM*
2	COc1ccc(N2CC(C(=O)NC3CC(C)(C)NC(C)(C)C3)CC2=O)cc1 (centres undefined)	-16%	·	2%	6%	-3%	19%	-4%	4%	2%	1%	-1%
3	NC(=O)CNc1ncc(C(F)(F)F)cc1Cl	-4%	0	-9%	1%	-2%	0%	0%	-5%	6%	-4%	2%
4	CC(C)(C)c1ccc(OCc2ccc(C(=O)N/N=C3\CC4CC=CC34)cc2)cc1 (centres undefined)	19%	13	4.5µM*	-70%[inhibitor]	8%	?	2%	7.9µM*	0%	?	-4%
5	Cc1ccc(C(=O)N2CCN(c3ccc(NC(=O)COc4ccccc4C)cc3)CC2)cc1	-20%	-5	-5%	-86%	-6%	?	8%	21%	-8%	-8%	-1%
6	CCOC(=O)c1nnn(CC(=O)N2N=C(c3cc(C)ccc3C)CC2c2ccc(OC)cc2)c1C(=O)OCC (centres undefined)	2%	3	-13%	-16%	4%	-20%	-7%	-15%	-2%	-7%	-1%
7	CC1CN(C(=S)c2cccc([N+](=O)[O-])c2)CC(C)O1 (centres undefined)	8%	-5	7%	-14%	-22%	-8%	1%	2%	2%	-1%	3%
8	Cn1cccc1C(=O)OCc1csc(-c2ccccc2)n1	1.1µM*	0	-30%	34%	-6%	?	?	-37%	?	2.5µM*	0.67µM*
9	CC(NC(=O)c1ccccc1Cl)C(=O)OCc1cn2cc(Cl)ccc2n1 (centres undefined)	·	·	·	-1%	-2%	17%	11%	·	1%	·	·
10	CCOC(=O)C1CCN(Cc2ccc(O)c(OC)c2)CC1	-3%	4	-4%	-3%[1.84 µM]	-3%	?	?	5%	2%	3%	-1%
11	CC(NC(=O)CCNC(=O)c1ccco1)c1ccccc1 (centres undefined)	-1%	-4	·	12%	0%	11%	3%	·	-8%	1%	6%
12	CCc1ccccc1NC(=O)CCS(=O)(=O)c1ccc(Br)cc1	1%	19	9%	-1%	-19%	-11%	2%	2%	0%	-8%	1%
13	Cc1cc(C)c(-c2csc(NC(=O)C3=COCCO3)n2)cc1C	8%	?	·	-3%	0%	?	4%	·	1%	13%	19µM*
14	O=C(NCc1ccc(F)cc1)c1cnc2sccn2c1=O	2%	2	5%	2%	-13%	3%	-1%	-11%	0%	0%	-1%
15	COc1ccc(C(=O)CSc2nccc(=O)[nH]2)cc1	11%	10	4%	17%	-1%	17%	6%	11%	-5%	14%	1%

Laid out differently: four of the compounds above.
(11) CC(NC(=O)CCNC(=O)c1ccco1)c1ccccc1 (centres undefined)
- Rab9 promoter act: -1%
- TRPV1 agonist: -4
- Gal4-VP16 FLuc: ·
- BRCA1 expr up: 12%
- Tb PFK block: 0%
- ELG1 DNA repair: 11%
- p53 reactivation: 3%
- RORg inh: ·
- ELG1 genotox: -8%
- NPC1 promoter act: 1%
- FLuc modulator: 6%

(1) COc1cccc(/C=N/NC(=O)CSc2nnc(C)n2-c2ccccc2)c1O
- Rab9 promoter act: -3%
- TRPV1 agonist: -3
- Gal4-VP16 FLuc: 20µM*
- BRCA1 expr up: -78%
- Tb PFK block: 9%
- ELG1 DNA repair: -15%
- p53 reactivation: 16%
- RORg inh: 7.1µM*
- ELG1 genotox: -4%
- NPC1 promoter act: -9%
- FLuc modulator: 17µM*

(13) Cc1cc(C)c(-c2csc(NC(=O)C3=COCCO3)n2)cc1C
- Rab9 promoter act: 8%
- TRPV1 agonist: ?
- Gal4-VP16 FLuc: ·
- BRCA1 expr up: -3%
- Tb PFK block: 0%
- ELG1 DNA repair: ?
- p53 reactivation: 4%
- RORg inh: ·
- ELG1 genotox: 1%
- NPC1 promoter act: 13%
- FLuc modulator: 19µM*

(12) CCc1ccccc1NC(=O)CCS(=O)(=O)c1ccc(Br)cc1
- Rab9 promoter act: 1%
- TRPV1 agonist: 19
- Gal4-VP16 FLuc: 9%
- BRCA1 expr up: -1%
- Tb PFK block: -19%
- ELG1 DNA repair: -11%
- p53 reactivation: 2%
- RORg inh: 2%
- ELG1 genotox: 0%
- NPC1 promoter act: -8%
- FLuc modulator: 1%

Additional entries:
cpd	SMILES	Rab9 promoter act	TRPV1 agonist	Gal4-VP16 FLuc	BRCA1 expr up	Tb PFK block	ELG1 DNA repair	p53 reactivation	RORg inh	ELG1 genotox	NPC1 promoter act	FLuc modulator
16	CC1CCN(Cc2nnc(-c3cccc(Br)c3)o2)CC1	?	26	24%	89%	-2%	?	12%	-10%	8%	20%	?
17	CC(C)(C)OC(=O)N[C@@H](COCc1ccccc1)C(=O)N[C@@H](CO)[C@H](O)[C@@H]1C[C@@H]1C(=O)NC1CCCCC1	2%	2	0%	-7%	1%	-1%	·	-1%	3%	0%	5%
18	CC(C)(C)OC(=O)NCCc1nnc(SCc2ccc(Cl)cc2)o1	-9%	6	-2%	-41%	-3%	-23%	3%	8%	-5%	0%	-1%
19	CN(C)N(Cc1ccccc1)C(=O)C(O)(c1ccccc1)c1ccccc1	-6%	8	-6%	-15%	2%	?	?	-1%	-9%	-1%	0%
20	O=S(=O)(c1ccc(F)c(F)c1)N1CCN(Cc2ccc3c(c2)OCO3)CC1	8%	-1	5%	-18%	-1%	10%	7%	0%	-3%	0%	2%
21	COc1ccc(CN(CC2CCCO2)S(=O)(=O)c2ccc(C(=O)O)cc2)cc1OC (centres undefined)	0%	0	-4%	4%	1%	?	?	-20%	2%	-2%	1%
22	C[C@H](NC(=O)Cn1cncn1)c1ccccc1	4%	-13	-14%	4%	-5%	1%	4%	13%	2%	4%	-3%
23	O=C(CSC1=NC(=O)C(c2ccccc2)C(=O)N1)Nc1cccc(Cl)c1 (centres undefined)	-1%	0	3%	0%	-8%	-2%	-4%	5%	-2%	7%	-11%
24	O=C1C(C2=C(O)c3ccccc3C2=O)=Nc2ccccc21	-28%	2	?	-103%[inhibitor]	18%	19%	-5%	-29%	-3%	-19%	1.9µM*
25	CCOC(=O)CSCC(=O)Nc1c(C(=O)C2CC2)oc2ccccc12	-2%	-3	0%	8%	-3%	9%	7%	27%	1%	-1%	0%
26	Cc1cccc(NCC(=O)N/N=C/c2ccc(Br)cc2)c1	-3%	2	4%	-69%	0%	1%	-2%	9%	1%	-1%	1%
27	O=C(NNC(=O)c1cc(OCC(F)(F)F)ccc1OCC(F)(F)F)c1cccc(C(F)(F)F)c1	12%	-2	?	-59%	-7%	-8%	7%	?	-5%	10%	?
28	COc1ccc(Br)cc1C1SCCN1S(C)(=O)=O (centres undefined)	-1%	-1	0%	-9%	1%	-2%	-2%	1%	-2%	0%	0%
29	CCc1cc2c(SCc3ccc(C(=O)OC)o3)ncnc2s1	10%	4	3%	-21%	0%	-2%	-4%	34%	1%	4%	0%
30	Cc1cc(C)nc(-n2nc(C)c(C3(O)C(=O)Nc4ccc(F)cc43)c2N)n1 (centres undefined)	-10%	2	-29%	-16%	-3%	0%	4%	?	0%	2%	3%
31	COc1ccc(N(CC(=O)Nc2cc(OC)ccc2OC)S(=O)(=O)c2c(C)noc2C)cc1	0%	5	-9%	-23%	-6%	-26%	-2%	-2%	-9%	-10%	0%
32	O=C(Nc1cccc(F)c1)Nc1ccc2c(c1)C(=O)OC2	9%	6	16%	?	-12%	?	4%	44%	5%	4%	-17%
33	NCC(c1ccccc1)(c1ccccc1)c1ccccc1	-5%	9	-11%	-50%	0%	?	5%	0%	0%	-1%	0%
